CHX counter – counter-screen for Shiga toxin inhibitors: cycloheximide protein synthesis inhibition; cell reporter, cycloheximide protein synthesis inhibition counterscreen; max response, %; hit rate 12% among 300,000; AID 2314; in the data active means max response mostly above about 13%, no sharp cut-off; inactive means mostly below about 14%; further: read at 38.3 µM for the half of the compounds with a filed dose; 0% is about no effect
Tb PYK inh – blocks Trypanosoma brucei pyruvate kinase; Q57TT1; TbPYK enzyme, Kinase-Glo Plus ATP luminescence, 45 min; Potency, µM (top dose mostly 76.8 µM), without a hit: at the highest dose activity, negative = inhibition, hits mostly inhibitors; hit rate 0.12% among 410,000; further: potency means the concentration at half of the fitted maximal effect; on the % scale 0 is the no-effect control and ±100 the full control effect; nearly all actives have a fitted effect of over 50% in size
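T. brucei PYK with substrate was exposed to pin-transferred compounds across a concentration series, then started with 130 uM ADP (final). After 45 min at room temperature, Kinase-Glo Plus luminescence was read, normalized and curve-fitted.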
LmPK inh – blocks Leishmania mexicana pyruvate kinase activity. Q27686. purified LmPK, Kinase-Glo ATP luminescence, 1 h. Potency, µM (doses to about 57.5 µM), for the others: at the top dose activity change, negative = inhibition, actives largely listed as inhibitors. hit rate 0.37% among 290,000. AID 1721; further: potency means the concentration at half of the fitted maximal effect; on the % scale 0 is the no-effect control and ±100 the full control effect
Target sequence (Q27686 whole entry, looked up): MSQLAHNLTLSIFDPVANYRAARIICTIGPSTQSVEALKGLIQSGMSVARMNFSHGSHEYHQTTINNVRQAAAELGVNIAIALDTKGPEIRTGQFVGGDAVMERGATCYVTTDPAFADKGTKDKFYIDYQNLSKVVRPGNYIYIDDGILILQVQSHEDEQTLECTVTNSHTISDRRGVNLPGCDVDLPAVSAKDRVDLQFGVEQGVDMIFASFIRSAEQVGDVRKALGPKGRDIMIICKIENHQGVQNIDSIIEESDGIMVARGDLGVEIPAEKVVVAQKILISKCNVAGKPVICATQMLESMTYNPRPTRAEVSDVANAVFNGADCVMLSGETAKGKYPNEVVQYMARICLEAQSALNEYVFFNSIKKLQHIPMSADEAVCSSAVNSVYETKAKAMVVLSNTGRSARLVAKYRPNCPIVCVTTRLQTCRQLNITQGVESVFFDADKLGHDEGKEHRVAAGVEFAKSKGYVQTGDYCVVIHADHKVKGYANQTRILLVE
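Purified LmPK (0.1 nM) with 0.5 mM PEP and 0.1 mM ADP in imidazole buffer pH 7.2 with MgCl2/KCl, 1 h at room temperature. ATP formed was read by luciferase luminescence and normalized to no-enzyme and uninhibited controls.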
Shiga toxin inh – Shiga toxin inhibition; inhibition, % at 38.7 µM; AID 2315; Vero cells, Shiga toxin protein synthesis inhibition reporter; hit rate 9.2% among 290,000; in the data active means inhibition mostly above about 28%, no sharp cut-off; inactive means mostly below about 43%; further: 0% is about no effect
HCV inhibitor – HCV inhibition; Huh7.5.1 HCVcc-Cre infection, luciferase reporter, 44 h; Potency, µM (doses to about 41.8 µM), without a hit: at the top dose activity change, negative = inhibition, usual class: inhibitors; hit rate 3.4% among 340,000; AID 651820; further: potency means the concentration at half of the fitted maximal effect; on the % scale 0 is the no-effect control and ±100 the full control effect
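Compounds are dispensed onto cells plated 4 h earlier at 1,000 per well, with HCVcc-Cre virus (about 0.5 moi) added next. Following 44 h of culture, luminescent signal is measured for 15 sec after 15 min with substrate at room temperature.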
Pf growth 48h – P. falciparum growth inhibition at 48 hours (one generation); P. falciparum luciferase growth in erythrocytes, 48 h; Potency, µM (titrated, usually from 28.7 µM), inactives show at the highest dose activity change, negative = inhibition, hits mostly inhibitors; hit rate 5.9% among 310,000; further: potency means the concentration at half of the fitted maximal effect; on the % scale 0 is the no-effect control and ±100 the full control effect
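A one-generation exposure of luciferase-tagged malaria parasites in RPMI 1640/Albumax erythrocyte culture, 37 C and 5% CO2. Inhibition is inferred from decreased luminescence after adding detection reagent.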
Pf growth 96h – P. falciparum growth inhibition at 96 hour, primary screen for plastid delayed-death inhibitors; P. falciparum luciferase reporter growth, 96 h; Potency, µM (top dose mostly 28.7 µM), without a hit: at the highest dose activity change, negative = inhibition, hits mostly inhibitors; hit rate 6.9% among 320,000; further: potency means the concentration at half of the fitted maximal effect; on the % scale 0 is the no-effect control and ±100 the full control effect
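P. falciparum expressing integrated firefly luciferase grown in erythrocytes (2% hematocrit, 0.05% parasitemia final) with compounds for 96 hours at 37 C, 5% CO2. Growth inhibition read as loss of luminescence after adding luciferase detection reagent.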
* = called active by the depositor; ? = inconclusive; · = not tested or not shown; & = joins results of further samples; [ ] = dose if it differs, or a comment. Unless noted, the call rests on the fitted dose curve; in most records, active means well fitted curve in the direction sought with a large enough effect; inconclusive means small, poorly fitted or top-dose-only effect, or another doubt; inactive means no such curve, though single readings can be large; an effect the other way counts as inactive or inconclusive.

SMILES | CHX counter | Tb PYK inh | LmPK inh | Shiga toxin inh | HCV inhibitor | Pf growth 48h | Pf growth 96h
O=P1(NCc2ccco2)COc2ccccc2OC1 | -0.9 | 5.6% | -6.2% | -11.5 | 24.5% | -23.7% | -84.4%
Cc1cccc(NC(=O)C2CCCN(S(=O)(=O)c3cccc4nsnc34)C2)n1 (stereo unspecified) | -3.6 | -7.2% | -2.3% | -10.7 | -19.3% | · | 3.1%
N/C(=N\OC(=O)c1ccccc1F)c1cccc([N+](=O)[O-])c1 | 38.7* | -1.7% | 1.3% | 56.4* | -0.1% | 146.2%[activator] | 11.7µM*
CC(C)n1c(CN2CCN(Cc3ccccc3)CC2)nc2ccccc21 | -2.1 | 1.8% | 4.3% | -12.1 | -6.6% | ? | ?
CCC(C)Nc1nc2c(c(=O)n(C)c(=O)n2C)n1Cc1ccc(Cl)cc1 (stereo unspecified) | -3.4 | 1.8% | 5.2% | -3.4 | -10.9% | ? | 6.57µM*
CC1CC(C)CN(C(=O)c2ccc3ncsc3c2)C1 (stereo unspecified) | · | ? | · | · | 31.8%[activator] | -6.1% | -5.8%
Cc1cc(NC(=O)c2ccc(N3CCCC3)c([N+](=O)[O-])c2)no1 | 20.0* | -6.7% | -1.6% | 22.7 | -12.7% | ? | ?
O=C(O)CCCNS(=O)(=O)c1ccc(F)cc1 | 1.5 | 0.0% | -0.2% | -11.7 | 2.2% | -9.7% | ·
COc1ccc(-n2nc(C(=O)NCC(=O)NCC3COc4ccccc4O3)c3ccccc3c2=O)cc1 (stereo unspecified) | -1.6 | -2.9% | -0.2% | 19.2 | -27.1% | ? | 30.8%[activator]
COc1ccc(-c2noc(CN(C)Cc3ccc(C)o3)n2)cc1 | 11.1* | 2.8% | -0.1% | 34.8* | 8.2% | 16.6% | 3.1%
O=C(Cn1nc(C(=O)O)c2ccccc2c1=O)c1cc(F)ccc1F | 11.9 | ? | 5.3% | 21.5 | 5.3% | 13.6% | -5.0%
CCOC(=O)N1CCC(N2CCCC(C(=O)c3ccc4cc(OC)ccc4c3)C2)CC1 (stereo unspecified) | -2.5 | 1.2% | 3.1% | -4.1 | ? | 8.28µM* | ?
CC(C)n1nc(C(=O)OCn2nnc3ccccc3c2=O)c2ccccc2c1=O | -4.0 | -4.1% | 0.0% | -8.6 | 17.3% | 9.6% | ?
OC(C#CCN1CCOCC1)(c1ccccc1)C1CC1 (stereo unspecified) | -4.1 | -1.0% | 0.3% | -14.1 | -4.8% | 28.3% | 19.8%
CCCNC(=S)Nc1ccc(Cl)cc1C | -1.2 | -14.5% | -0.9% | 8.7 | -9.5% | -5.0% | ?
CC(CN1CCOCC1)(NS(=O)(=O)c1ccccc1)c1ccccc1 (stereo unspecified) | -1.7 | 1.2% | 2.3% | 11.1 | 6.2% | -4.3% | ?
CCOc1ccc(NC(=O)CSc2nc3c([nH]c4ccccc43)c(=O)n2C)cc1 | -7.2 | -2.7% | 1.1% | -7.2 | 4.6% | 24.5% | -32.4%[1.15 µM]
Cc1ccccc1CS(=O)(=O)Cc1ccc(C(=O)NCc2ccco2)o1 | 14.0 | 8.3% | 3.5% | -13.3 | 9.3% | -11.6% | 64.2%[activator]
COC(=O)c1sccc1NC(=O)CCC1CCCCC1 | 8.7 | -6.1% | -11.3% | 52.9 | -1.4% | 5.0% | 11.8%
O=C(Nc1cccc(C(F)(F)F)c1)c1cccnc1NCCO | -1.2 | -1.7% | 2.3% | -0.9 | 7.9% | 0.0% | 464.0%[activator]
COc1ccc2c(Cn3cnc4cc([N+](=O)[O-])ccc4c3=O)cc(=O)oc2c1 | -1.6 | -3.2% | 2.7% | 12.6 | -4.7% | -0.4% | 6.2%
COc1ccccc1Oc1coc2c(CN3CCN(C)CC3)c(O)ccc2c1=O | -6.1 | -6.9% | -2.0% | 3.8 | 4.2% | 5.2% | ?
N#Cc1c2n(c3c(-c4ccccc4)ncnc13)CCC2 | -2.1 | -7.8% | 11.8% | -3.0 | -15.1% | 19.8% | ·
CC(C)(C)C1CCc2onc(C(=O)Nc3cccc(O)c3)c2C1 (stereo unspecified) | 11.3 | · | -3.8% | 29.4 | ? | -88.5% | ·
COc1ccc(CNC(=O)CSc2cc(=O)n(C)c3ccccc23)cc1 | -1.9 | 2.9% | 5.0% | -18.4 | -12.0% | -5.1% | -12.1%
The listing continues:
SMILES | CHX counter | Tb PYK inh | LmPK inh | Shiga toxin inh | HCV inhibitor | Pf growth 48h | Pf growth 96h
CSc1nnc(-c2ccc(NC(=O)CCc3ccccc3)cc2)n1C | -3.4 | -7.6% | -0.3% | -5.4 | 26.3% | -5.3% | ?
O=C(CSc1ccccc1)NCc1cccnc1 | -3.7 | 0.5% | -4.1% | -5.0 | 9.1% | -6.0% | -20.1%
COc1ccc(C2C(C(=O)N3CCN(c4ccccc4)CC3)c3ccccc3C(=O)N2C)cc1 (stereo unspecified) | -0.9 | -0.2% | 0.9% | -1.8 | -0.4%&4.9% | ? | ?
COc1ccc(-c2cc3nc(C)cc(-c4ccc(OC)cc4)n3n2)cc1 | 4.2 | -1.8% | 5.7% | · | 10µM* | ? | ?
CCc1ccc(/C=N/NC(=O)c2cc(-c3cccc([N+](=O)[O-])c3)n[nH]2)cc1 | -1.4 | 0.5% | 2.8% | -9.3 | ? | -19.0% | ?
COCCCN(CC(=O)Nc1ccc(N2CCOCC2)cc1)S(=O)(=O)c1ccc(C)cc1 | -0.7 | -0.5% | -0.8% | -9.0 | 15.6% | 0.2% | 63.3%[activator]
COc1ccc2[nH]c3nc(SCC(=O)Nc4cccc(NC(C)=O)c4)nnc3c2c1 | 8.2 | -3.0% | 1.5% | -0.7 | -25.8% | 13.8% | ?
CCOc1ccc(C(=O)Nc2cccc(-c3nc4cccnc4o3)c2)cc1Cl | -4.3 | -3.1% | -1.3% | -5.9 | 11.2µM* | ? | ·
COC(=O)CCCC1=CC2=CC(=O)C(C)(OC(=O)c3cccs3)C(=O)C2=CN1C1CC1 (stereo unspecified) | -6.7 | -9.2% | -10.2%[11.5 µM] | 3.7 | 4.3%[8.37 µM] | ? | ?
COc1ccc(-c2nc(N)nc(C(F)(F)F)c2-c2cscn2)c(O)c1 | -0.8 | 10.0% | 3.3% | 7.1 | -16.3% | 17.9% | 21.9%
O=C(CSc1nc2ccccc2o1)N1CCCC1 | 13.2 | -0.8% | 9.9% | 8.9 | 5.7% | · | 42.2%[activator]
C[C@H]1[C@H](c2ccccc2)C[C@@H](C(=O)O)C1(C)C | · | -2.7% | · | · | 3.4% | 8.3% | 83.6%[activator]
O=C(Nc1ccc(S(=O)(=O)N2CCOCC2)cc1)c1cccnc1 | -0.6 | -0.5% | 1.0% | -7.9 | 19.4% | ? | 61.2%[activator]
CCCC1C2C(=O)N(c3ccccc3OC)C(=O)C2ON1c1ccccc1 (stereo unspecified) | -1.9 | -8.9% | -0.5% | -6.8 | 2.7% | 0.1% | -18.7%
CCOc1ccc(NC(=O)CN(C)C(=O)c2cn(-c3ccccc3)nc2-c2cccs2)cc1OCC | 1.9 | -6.1% | -5.1% | -4.4 | · | -2.7% | ?
CCOC(=O)N1CCC(NC(=O)c2ccc3c(c2)sc2nc(-c4cccc(OC)c4)cn23)CC1 | 7.2 | · | 0.2% | 35.1 | ? | 7.38µM* | 9.9%
COc1ccc2cc3cc(C(=O)NCCC(C)C)oc3nc2c1 | -0.8 | 0.9% | -4.2% | 51.0 | ? | ? | -3.5%
CCOc1ccc2nc(N(Cc3ccccc3)C(=O)CCNC(C)=O)sc2c1 | 30.4* | 2.5% | -8.9% | 51.4* | -6.0% | -28.4% | ?
CCOCCn1c(CN2CCN(c3cccc(Cl)c3)CC2)nc2c1c(=O)n(C)c(=O)n2C | 0.7 | 3.1% | 1.2% | 29.5 | 15.8µM* | · | -13.0%
O=c1c2ccccc2nnn1CSc1nc2ccccc2c(=O)n1Cc1ccco1 | -1.6 | -6.1% | -0.4% | -4.7 | -2.5% | 1.4% | 24.1%
Cc1[nH]nc2c1C(c1ccc(-c3ccccc3C#N)o1)C(C#N)=C(N)O2 (stereo unspecified) | -3.5 | 10.2% | -2.2% | -9.2 | 0.0% | 12.8% | ·
NC(=O)COC(=O)c1ccc(Cl)c(S(=O)(=O)N2CCN(c3ccc(F)cc3)CC2)c1 | -5.1 | 6.6% | 1.9% | 17.1 | -10.6% | -0.3% | ?
O=C(N/N=C\c1ccc(-c2cccc(Cl)c2)o1)C(=O)NC1CCCC1 | -1.2 | 4.8% | -4.3% | 32.0 | ? | 1.2% | 20.1%
COc1cccc(/C=N/NC(=O)C(=O)Nc2ccccc2OC(F)(F)C(F)F)c1 | -2.1 | 3.0% | -1.8% | -17.9 | 31.1%[activator] | 6.8% | ?
CC1CC(c2ccccc2)n2nc(N3C(=O)c4ccccc4C3=O)nc2N1 (stereo unspecified) | -3.5 | -1.2% | 2.8% | -13.7 | 26.3% | 7.6% | 34.9%[activator]
(more compounds)
SMILES | CHX counter | Tb PYK inh | LmPK inh | Shiga toxin inh | HCV inhibitor | Pf growth 48h | Pf growth 96h
Cc1ccccc1-n1cc(C(=O)c2cc(Cl)ccc2O)cc(C#N)c1=O | -3.2 | 0.5% | 5.4% | -7.3 | -4.4% | 5.22µM* | 2.62µM*
NS(=O)(=O)c1ccc(CCNC(=O)CCc2nc3sc4c(c3c(=O)[nH]2)CCCC4)cc1 | · | -17.9% | · | · | ? | ? | -16.9%
CC(=O)NCCC1CCN(C(=O)c2cc(COc3ccc(C)nc3)on2)CC1 | -2.3 | 3.3% | 1.8% | -5.6 | -21.1% | 19.2% | -12.5%
Cc1cc(-c2ccc(S(=O)(=O)NCc3ccc(F)cc3)cc2)on1 | 2.2 | -5.9% | 10.8% | -1.8 | -15.9% | -1.2% | 11.2%
CC1CCN(S(=O)(=O)c2ccc(NC(=O)CN3CCCCCC3)cc2)CC1 | -6.9 | 4.4% | -2.3% | -9.5 | ? | -2.9% | 8.7%
O=c1c(-c2ccccc2)c(-c2ccccc2)oc2cc(O)cc(O)c12 | -7.9 | -5.3% | 0.9% | -7.8 | ? | 21.3% | 7.4%
O=C(NCC1CCCO1)c1nc(Cn2ccc([N+](=O)[O-])n2)no1 (stereo unspecified) | -2.5 | 4.5% | 1.0% | 3.6 | 6.7% | -4.6% | 23.8%

Record cards, as listed above. Order of values: CHX counter	Tb PYK inh	LmPK inh	Shiga toxin inh	HCV inhibitor	Pf growth 48h	Pf growth 96h
CC1CCN(S(=O)(=O)c2ccc(NC(=O)CN3CCCCCC3)cc2)CC1 is entered as -6.9	4.4%	-2.3%	-9.5	?	-2.9%	8.7%
O=c1c(-c2ccccc2)c(-c2ccccc2)oc2cc(O)cc(O)c12 is entered as -7.9	-5.3%	0.9%	-7.8	?	21.3%	7.4%
Cc1cc(-c2ccc(S(=O)(=O)NCc3ccc(F)cc3)cc2)on1 is entered as 2.2	-5.9%	10.8%	-1.8	-15.9%	-1.2%	11.2%
O=C(NCC1CCCO1)c1nc(Cn2ccc([N+](=O)[O-])n2)no1 (stereo unspecified) is entered as -2.5	4.5%	1.0%	3.6	6.7%	-4.6%	23.8%
CC(=O)NCCC1CCN(C(=O)c2cc(COc3ccc(C)nc3)on2)CC1 is entered as -2.3	3.3%	1.8%	-5.6	-21.1%	19.2%	-12.5%
